# Source: PubChem BioAssay (several laboratories)
# T cell modulator – modulators of CD8 T cell-vesicle binding, primary screen, mouse 2C CD8+ T cells, flow cytometry. 2C CD8+ T cell-vesicle binding; stronger effect = lower value. calls only at 7 µM. 330,000 tested, 0.068% active. AID 2052, 2009;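 active = response, share of CD8 T cells binding vesicles, and their 90th percentile fluorescence all below set limits, cut at about 80% in these data, passing the limit was not always enough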
#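 Also added: QL9-peptide-loaded Drosophila micro-vesicles bearing Ld, ICAM-1 and B7-1; Test system: purified 2C TCR transgenic mouse naive CD8+ T cells; Measured by: cytometric PE anti-B7-1 and Alexa647 anti-CD8 signals after 1% paraformaldehyde fixation; Timing: binding step 1.5 h, 37 °C, antibody labelling 20 min, ice.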
# Hep lipid drop – inhibitors of hepatocyte lipid droplet formation, primary screen, imaging, high-throughput imaging, BODIPY stain. AML12 mouse hepatocytes, oleate lipid droplets. inhibition, % at 6.5 µM. 240,000 tested, 0.4% active;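 active = lipid droplet intensity inhibited by at least 50%, with more than 500 cells counted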
#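 Material – AML12 mouse liver cells · Also added – oleate loading, 100 µM · Compound dosing – 6.5 µM single-point dosing · Times – overnight treatment with compound plus oleate · Measured by – fluorescence imaging, 20x objective, two fields per well · Read-out – percent inhibition of filter-corrected integrated lipid droplet intensity per well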
# Hep lipid drop cells 6.5 µM – further read-out of Hep lipid drop, marked with its call; cell count; measured here: cell count, cytotoxicity flag;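 cells counted across two imaged fields per well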
# T cell modulator vesicle-bound % – also measured in T cell modulator; calls as there; double positive events, %; measured here: CD8+ vesicle-bound cell fraction;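 binding gate set so that unloaded-vesicle control wells show 10% double positive cells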
# * = called active by the depositor; i = inactive. An excerpt; the hit share may differ from the screen's.
SMILES,T cell modulator,T cell modulator vesicle-bound %,Hep lipid drop,Hep lipid drop cells 6.5 µM
COc1ccc(C2=NS(=O)(=O)N(C)C(C(=O)NC(C)c3ccccc3)=C2)cc1 (stereo not drawn),i,18,21,738
CCC(C(=O)OC)n1cnc2c(nnn2-c2ccccc2)c1=O (stereo not drawn),i,40,0,707
CN1C(=O)C(C)(C)c2cc(S(=O)(=O)N3CCCC(C(=O)NCc4ccc(F)cc4)C3)ccc21 (stereo not drawn),i,27,7,750
COc1ccc(OC)c(CCNC(=O)CCCC(=O)n2ncc3cc(C)ccc32)c1,i,22,10,749
O=C(CCC(=O)N1CCOc2ccccc21)NCCc1ccccc1,i,16,-10,739
C=CCNC(=O)C1CCC(CNc2nc(=S)[nH]c3ccccc23)CC1 (stereo not drawn),i,58,3,825
Cc1nn(CC(=O)N2CCN(c3ccccc3)CC2)c(=O)c2cccn12,i,40,17,779
Cc1ccc2c(cnn2C(=O)CCC(=O)NCc2cccc(Cl)c2)c1,i,27,16,731
Cc1ccc(C(=O)Nc2ccc3ncccc3c2)cc1,i,46,21,769
COc1ccc(OC)c(NS(=O)(=O)c2ccc3c(c2)C(C)(C)C(=O)N3C)c1,i,47,-5,842
CCCOP(=O)(c1ccc(N(C)C)cc1)C(O)c1ccc(Br)cc1 (stereo not drawn),i,22,-26,692
CC1Cc2ccccc2N1C(=O)CN1CCCCC1 (stereo not drawn),i,51,6,830
CCc1nn(CC(=O)N2CCN(C)CC2)c(=O)c2cccn12,i,21,5,800
CN(Cc1ccccc1)S(=O)(=O)c1ccc2[nH]c(=O)oc2c1,i,28,2,751
COc1ccccc1CNC(=O)c1ccc(Cl)c(NC2=NC3CS(=O)(=O)CC3S2)c1 (stereo not drawn),i,28,18,825
O=S1(=O)CCO[C@H]2Cc3ccccc3[C@H]2N1Cc1ccccc1Br,i,15,-8,815
CCOCCn1c(CN2CCCCC2C)nc2c1c(=O)n(C)c(=O)n2C (stereo not drawn),i,27,0,749
COc1ccc(OC)c(NC(=O)c2ccc(NC3=NC4CS(=O)(=O)CC4S3)cc2)c1 (stereo not drawn),i,17,-30,719
COc1ccc(NC(=O)CN2C(=O)CSc3ncccc32)cc1,i,27,-1,734
COC(=O)c1ccc(Nc2ncnc3c2cnn3-c2cccc(C)c2)cc1,i,34,-7,716
CC(NCC1COc2ccccc2O1)C1COc2ccccc2O1 (stereo not drawn),i,40,-11,844
CCc1ccc(CNC(=O)CCC(=O)n2ncc3cc(C)ccc32)cc1,i,30,3,722
Cc1ccccc1N1CCN(S(=O)(=O)c2nnc(NC(=O)CC(C)C)s2)CC1,i,36,-4,749
Cc1cc(C)cc(NC(=O)C2CCCN(S(=O)(=O)c3ccc4[nH]c(=O)ccc4c3)C2)c1 (stereo not drawn),i,38,-29,748
Cc1cc(C)c2c(n1)SCC(=O)N2CC(=O)Nc1ccc(C)c(C)c1,i,46,-6,801
SMILES,T cell modulator,T cell modulator vesicle-bound %,Hep lipid drop,Hep lipid drop cells 6.5 µM
COc1ccc(NC(=O)CSc2nc3ccccc3nc2N2CCCC2)cc1Cl,i,31,64*,748*
Cc1cc2[nH]c(=O)c(=O)[nH]c2cc1S(=O)(=O)NC1CCCCC1C (stereo not drawn),i,41,-5,850
Cc1ccc(C(=O)NCc2ccccn2)cc1NC1=NC2CS(=O)(=O)CC2S1 (stereo not drawn),i,35,2,716
CCN1C(=O)[C@H]2[C@@H](c3ccc(OC)cc3)N3C(=O)CN(Cc4ccccc4)C(=O)[C@@]3(C)[C@H]2C1=O,i,20,-11,795
Cc1ccc2c(c1)N(CC(=O)NCCc1ccccc1)C(=O)c1cccnc1O2,i,34,-6,777
COc1cccc(NC(=O)CSc2nc3ccccc3nc2N2CCOCC2)c1,i,25,-9,733
COC(=O)CN1C(=O)[C@H]2[C@@H](C3CC3)N3C(=O)CN(Cc4ccccn4)C(=O)[C@@]3(Cc3ccccc3)[C@H]2C1=O,i,15,-2,780
CC(=O)N1[C@H](C)C=C[C@]1(Cc1ccccc1)C(=O)NCCc1c[nH]c2ccccc12,i,6,-11,778
COc1ccc(-c2cn3c(C)c(C(=O)N4CCc5ccccc5C4)sc3n2)cc1,i,7,0,731
CCOC(CNC(=O)CN1C(=O)COc2ccc(S(=O)(=O)N3CC(C)CC(C)C3)cc21)OCC (stereo not drawn),i,36,-11,818
Cc1ccc(NC(=O)c2cc(S(=O)(=O)N3CCOCC3)cn2C)c(C)c1,i,35,-5,761
CCCCN(Cc1cc2ccccc2[nH]c1=O)S(=O)(=O)c1ccc(C)cc1,i,44,-31,806
O=C(c1cc(-c2ccc(O)cc2)on1)N1CCN(c2ccc(F)cc2)CC1,i,17,3,729
COc1ccc(OC)c(CNC(=O)CCSCc2ccc(F)cc2Cl)c1,i,36,27,841
CCc1ccccc1NC(=O)C1CCCN(c2nn3c(=O)cc(C)nc3s2)C1 (stereo not drawn),i,46,-9,785
O=C1[C@H]2[C@@H](/C=C/c3ccccc3)N3C(=O)CN(CC4CC4)C(=O)[C@@]3(Cc3ccccc3)[C@H]2C(=O)N1c1ccccc1,i,17,7,756
COc1ccc(-c2noc(N3CCC(C(=O)N(C)c4ccccc4)CC3)n2)cc1,i,46,0,759
CCN(C(=O)Cc1ccc(NC2=NC3CS(=O)(=O)CC3S2)cc1)c1ccccc1 (stereo not drawn),i,32,-1,781
CC1C(=O)Nc2ccc(S(=O)(=O)N3CCN(c4cccc(Cl)c4)CC3)cc2NC1=O (stereo not drawn),i,38,-12,721
Cc1ccc(CNC(=O)c2cc(S(=O)(=O)N3CCOCC3)cn2C)cc1,i,23,-3,711
Cc1ccc2c(cnn2C(=O)CCCC(=O)NCc2cccc(F)c2)c1,i,24,-2,814
COc1cccc(-c2nn(C)c3sc(C(=O)NCCCN(C)Cc4ccccc4)cc23)c1,i,52,-12,792
O=C(NCc1ccccc1Cl)c1cccc(NC2=NC3CS(=O)(=O)CC3S2)c1 (stereo not drawn),i,33,-8,636
O=C(c1ccc2c(=O)n3c(nc2c1)CCCCC3)N1CCN(c2ccc(Cl)cc2)CC1,i,45,-9,710
COc1ccc(S(=O)(=O)N2CCOC2CNC(=O)C(=O)NCCc2ccccc2)cc1 (stereo not drawn),i,28,2,814

# Not a retest: 16 of the compounds above.
SMILES,T cell modulator,T cell modulator vesicle-bound %,Hep lipid drop,Hep lipid drop cells 6.5 µM
COc1ccc(C2=NS(=O)(=O)N(C)C(C(=O)NC(C)c3ccccc3)=C2)cc1 (stereo not drawn),i,18,21,738
CCC(C(=O)OC)n1cnc2c(nnn2-c2ccccc2)c1=O (stereo not drawn),i,40,0,707
CN1C(=O)C(C)(C)c2cc(S(=O)(=O)N3CCCC(C(=O)NCc4ccc(F)cc4)C3)ccc21 (stereo not drawn),i,27,7,750
COc1ccc(OC)c(CCNC(=O)CCCC(=O)n2ncc3cc(C)ccc32)c1,i,22,10,749
O=C(CCC(=O)N1CCOc2ccccc21)NCCc1ccccc1,i,16,-10,739
C=CCNC(=O)C1CCC(CNc2nc(=S)[nH]c3ccccc23)CC1 (stereo not drawn),i,58,3,825
Cc1nn(CC(=O)N2CCN(c3ccccc3)CC2)c(=O)c2cccn12,i,40,17,779
Cc1ccc2c(cnn2C(=O)CCC(=O)NCc2cccc(Cl)c2)c1,i,27,16,731
Cc1ccc(C(=O)Nc2ccc3ncccc3c2)cc1,i,46,21,769
COc1ccc(OC)c(NS(=O)(=O)c2ccc3c(c2)C(C)(C)C(=O)N3C)c1,i,47,-5,842
CCCOP(=O)(c1ccc(N(C)C)cc1)C(O)c1ccc(Br)cc1 (stereo not drawn),i,22,-26,692
CC1Cc2ccccc2N1C(=O)CN1CCCCC1 (stereo not drawn),i,51,6,830
CCc1nn(CC(=O)N2CCN(C)CC2)c(=O)c2cccn12,i,21,5,800
CN(Cc1ccccc1)S(=O)(=O)c1ccc2[nH]c(=O)oc2c1,i,28,2,751
COc1ccccc1CNC(=O)c1ccc(Cl)c(NC2=NC3CS(=O)(=O)CC3S2)c1 (stereo not drawn),i,28,18,825
O=S1(=O)CCO[C@H]2Cc3ccccc3[C@H]2N1Cc1ccccc1Br,i,15,-8,815

# Continued:
SMILES,T cell modulator,T cell modulator vesicle-bound %,Hep lipid drop,Hep lipid drop cells 6.5 µM
CCN1C(=O)[C@H]2[C@@H](c3ccc(OC)cc3)N3C(=O)CN(CC4CC4)C(=O)[C@@]3(C)[C@H]2C1=O,i,25,-2,786
CC1CCC(=O)N(CCC#N)CC1 (stereo not drawn),i,19,10,829
O=C(Nc1ccc2c(c1)C(=O)NC2=O)c1ccccc1,i,49,0,722
CC(Oc1ccccc1Cl)C(=O)N(Cc1cccs1)C1CCS(=O)(=O)C1 (stereo not drawn),i,20,-8,749
Cc1ccc(S(=O)(=O)c2c[nH]c3ccc(Cl)cc3c2=O)cc1,i,47,11,788
Cc1ccc(C)c(N2CCN(C(=O)c3ccc4c(=O)n5c(nc4c3)CCCCC5)CC2)c1,i,53,-2,805
Cc1cc(OC(=O)c2ccc(Cl)cc2Cl)c([N+](=O)[O-])c(=O)[nH]1,i,41,2,748
Cc1ccc2c(c1)N(CC(=O)NC(C)CCc1ccccc1)C(=O)c1cccnc1O2 (stereo not drawn),i,62,-25,751
COc1ccc(N(CC(=O)NC2CCCCC2C)S(=O)(=O)c2c(C)nn(C)c2C)cc1 (stereo not drawn),i,26,-1,780
O=C(O)c1ccc(-c2sc(Nc3ccccc3)n[n+]2-c2ccc(F)cc2)cc1,i,23,-2,740
CCN1CCN(C(=O)CCS(=O)(=O)c2cc3c(cc2Cl)NC(=O)CO3)CC1,i,5,-4,768
CCCNC(=O)c1cc(S(=O)(=O)N2CCCCC2)c[nH]1,i,27,0,779
CC(NC(=O)C1CCN(c2nnc(N3CCCC3=O)s2)CC1)c1ccccc1 (stereo not drawn),i,26,-1,810
O=C1OCCN1c1c(-c2ccccc2)c(-c2cccs2)nc2c(-c3ccccc3)cccc12,i,4,2,798
COc1ccc(NC(=O)c2cc(S(=O)(=O)N3CCCCC3)c[nH]2)cc1,i,27,-8,777
CC[C@]1(c2ccccc2OC)C(=O)N(C(=O)OC)N1C(=O)OC,i,5,-5,751
CCOC(=O)c1c(NC(=O)Cc2ccccc2)sc2c1CC(C)(C)NC2(C)C,i,31,-1,723
Cc1ccc2cc(CCNC(=O)C3CCCCC3)c(=O)[nH]c2c1C,i,35,0,698
Cc1ccc2c(c1)N(C(=O)CCC(=O)NC1CCCCCC1)CC(C)O2 (stereo not drawn),i,8,4,798
COc1ccc(C2=NS(=O)(=O)N(C)C(C(=O)NCc3ccc4c(c3)OCO4)=C2)cc1,i,27,-41,764
Cc1cc2[nH]c(=O)c(=O)[nH]c2cc1S(=O)(=O)N(C)C1CCCCC1,i,30,-4,765
CCN(CC)c1ccc(NC(=O)CCc2nnc3ccc(N4CCCC4)nn23)c(C)c1,i,31,72*,843*
COc1ccc(-c2cn(Cc3ccc4c(c3)C(=O)c3ccccc3C4=O)nn2)cc1,i,15,-17,753
Cc1ccc(C)c(NC(=O)CSc2nc3ccccc3nc2N2CCOCC2)c1,i,36,31,818
Cc1ccccc1CNC(=O)CCC(=O)N1CCOc2ccccc21,i,52,-10,782
SMILES,T cell modulator,T cell modulator vesicle-bound %,Hep lipid drop,Hep lipid drop cells 6.5 µM
Cc1oc(-c2cccc(Cl)c2)nc1CS(=O)(=O)CC(=O)NCCN1CCOCC1,i,20,-12,754
COc1ccc(CNC(=O)c2cc(S(=O)(=O)N3CCCC3)cn2C)cc1,i,23,3,781
COc1cccc(NC(=O)C2CCN(S(=O)(=O)c3ccc4[nH]c(=O)ccc4c3)CC2)c1,i,21,8,808
CCN(CC)C(=O)C1CCCN(c2ncnc3c2cnn3-c2ccc(Cl)cc2)C1 (stereo not drawn),i,48,-1,782
CC1=C(C(=O)OCc2ccccc2)N2C(=O)[C@@H](NC(=O)COc3ccccc3)[C@H]2SC1,i,12,-7,768
COc1ccc(-c2noc(N3CCC(C(=O)NCCCN4CCCCC4)CC3)n2)cc1,i,36,-1,727
O=C(Nc1nnc(S(=O)(=O)N2CCOCC2)s1)c1ccccc1Br,i,25,-3,774
COc1cccc(CNC(=O)c2ccc3c(c2)N(C)CCS3)c1OC,i,33,6,773
CN1C(=O)C(C)(C)c2cc(S(=O)(=O)N3CCCC(C(=O)Nc4ccc(Cl)cc4)C3)ccc21 (stereo not drawn),i,15,-10,785
CN1C(C(=O)Nc2cccc(O)c2)=CC(c2cccs2)=NS1(=O)=O,i,35,-40,730
O=c1ccc2cc(S(=O)(=O)N3CCN(c4ccccc4F)CC3)ccc2[nH]1,i,34,-4,737
Cc1c2cnn(CC(=O)NCCN3CCOCC3)c(=O)c2c(C)n1Cc1ccc(F)cc1,i,46,-1,697
CCCC[C@H]1COCCS(=O)(=O)N1Cc1ccccc1F,i,10,-12,758
CCc1ccc(NC(=O)C2CCCN2S(=O)(=O)c2ccc3c(c2)C(C)(C)C(=O)N3C)cc1 (stereo not drawn),i,37,1,761
O=S1(=O)[C@H]2C[C@@H]3C=C[C@@]2(CN1Cc1cccc(C(F)(F)F)c1)O3,i,33,-2,755
